# High-throughput results from PubChem.
# D1 allo mod: D1 CRE-luciferase signal change, two-sided – cell-based, HEK293 D1, dopamine EC30, D1 allosteric modulator project, primary screen; dopamine EC30 potentiation; actives deviate in either direction; D(1A) dopamine receptor (Homo sapiens), P21728; B-score at 10 µM; hit rate 5.9% among 58,000;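 active = luminescence count or its row- and column-corrected plate score outside the 99.7% band of the plate's sample wells, on either side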
# DUSP1 inh: MKP-1 phosphatase inhibitors, primary screen, biochemical, in vitro | hit rate 0.15% among 65,000 | inhibition, %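 (compounds tested at a single concentration somewhere between 10 and 100 µM)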 | recombinant MKP-1, OMFP hydrolysis fluorescence | Dual specificity protein phosphatase 1 (Homo sapiens), P28562;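 active = inhibition above about 50%, limit read from the data; inconclusive = inhibition over screen mean plus 3 SD, below that limit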;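 note: 0% = DMSO max control wells and 100% = wells with enzyme stopped by NaOH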
# CatB block: human cathepsin B inhibitors, primary screen, biochemical, fluorogenic substrate; P07858; purified cathepsin B, fluorescence; inhibition, %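 (tested at 10 µM)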; hit rate 0.1% among 63,000; AID 453, 2006; in the data active = inhibition above about 21%;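 note: 0% = enzyme with no compound and 100% = no enzyme blank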
# Hsp90 block: tumor Hsp90 inhibitors, primary screen, cell lysate, fluorescence polarization, NCI-N417 lysate | Heat shock protein HSP 90-alpha (Homo sapiens), P07900 | Cy3B-geldanamycin FP displacement | inhibition, % at 30 µM | hit rate 0.35% among 64,000 | AID 429, 2006;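 active = inhibition above 50%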;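 note: 0% = tracer plus lysate wells and 100% = tracer alone without lysate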
# tolC growth inh: growth inhibitors of E. coli tolC mutant, primary screen, strain BW25113 ΔtolC::kan, 384-well. AID 573, 2007. growth inhibition, % at 10 µM (by protocol). hit rate 2.2% among 65,000. OD615;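 active = growth inhibition at or above a cutoff equal to the mean over every tested compound plus 3 SD, cut at about 60% in these data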;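 note: growth measured after 20 h incubation at 37 °C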
#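 test system = E. coli BW25113 ΔtolC::kan bacteria | medium = LB with kanamycin 50 µg/mL | signal = OD at 615 nm | schedule = 37 °C, 20 h exposure | evaluation = % inhibition of E. coli growth | compound dosing = one dose of 10 µM final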
# CatB mix inh: cathepsin B inhibitors from pooled compounds, primary screen, biochemical, compound mixtures, AMC fluorescence; P07858; Purified cathepsin B, AMC dipeptide fluorescence; inhibition, %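 (ten-compound pools at 5 µM per compound and 50 µM total)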; hit rate 0.06% among 62,000; AID 488, 2006; in the data active = inhibition above about 22%, passing the limit was not always enough; inconclusive = no clear call, values can overlap the other calls;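 note: 0% = enzyme without compound and 100% = no enzyme blank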
# E coli RNAP: E. coli RNAP inhibitors, biochemical; DNA-directed RNA polymerase subunit beta (Escherichia coli (strain K12)), P0A8V2; E. coli RNA polymerase, fluorescence transcription assay; inhibition, %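 (tested at 10 µM)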; hit rate 0.2% among 62,000; in the data active = inhibition above about 20%;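 note: 0% = enzyme without compound and 100% = no enzyme blank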
# Target sequence (P0A8V2 whole entry, looked up): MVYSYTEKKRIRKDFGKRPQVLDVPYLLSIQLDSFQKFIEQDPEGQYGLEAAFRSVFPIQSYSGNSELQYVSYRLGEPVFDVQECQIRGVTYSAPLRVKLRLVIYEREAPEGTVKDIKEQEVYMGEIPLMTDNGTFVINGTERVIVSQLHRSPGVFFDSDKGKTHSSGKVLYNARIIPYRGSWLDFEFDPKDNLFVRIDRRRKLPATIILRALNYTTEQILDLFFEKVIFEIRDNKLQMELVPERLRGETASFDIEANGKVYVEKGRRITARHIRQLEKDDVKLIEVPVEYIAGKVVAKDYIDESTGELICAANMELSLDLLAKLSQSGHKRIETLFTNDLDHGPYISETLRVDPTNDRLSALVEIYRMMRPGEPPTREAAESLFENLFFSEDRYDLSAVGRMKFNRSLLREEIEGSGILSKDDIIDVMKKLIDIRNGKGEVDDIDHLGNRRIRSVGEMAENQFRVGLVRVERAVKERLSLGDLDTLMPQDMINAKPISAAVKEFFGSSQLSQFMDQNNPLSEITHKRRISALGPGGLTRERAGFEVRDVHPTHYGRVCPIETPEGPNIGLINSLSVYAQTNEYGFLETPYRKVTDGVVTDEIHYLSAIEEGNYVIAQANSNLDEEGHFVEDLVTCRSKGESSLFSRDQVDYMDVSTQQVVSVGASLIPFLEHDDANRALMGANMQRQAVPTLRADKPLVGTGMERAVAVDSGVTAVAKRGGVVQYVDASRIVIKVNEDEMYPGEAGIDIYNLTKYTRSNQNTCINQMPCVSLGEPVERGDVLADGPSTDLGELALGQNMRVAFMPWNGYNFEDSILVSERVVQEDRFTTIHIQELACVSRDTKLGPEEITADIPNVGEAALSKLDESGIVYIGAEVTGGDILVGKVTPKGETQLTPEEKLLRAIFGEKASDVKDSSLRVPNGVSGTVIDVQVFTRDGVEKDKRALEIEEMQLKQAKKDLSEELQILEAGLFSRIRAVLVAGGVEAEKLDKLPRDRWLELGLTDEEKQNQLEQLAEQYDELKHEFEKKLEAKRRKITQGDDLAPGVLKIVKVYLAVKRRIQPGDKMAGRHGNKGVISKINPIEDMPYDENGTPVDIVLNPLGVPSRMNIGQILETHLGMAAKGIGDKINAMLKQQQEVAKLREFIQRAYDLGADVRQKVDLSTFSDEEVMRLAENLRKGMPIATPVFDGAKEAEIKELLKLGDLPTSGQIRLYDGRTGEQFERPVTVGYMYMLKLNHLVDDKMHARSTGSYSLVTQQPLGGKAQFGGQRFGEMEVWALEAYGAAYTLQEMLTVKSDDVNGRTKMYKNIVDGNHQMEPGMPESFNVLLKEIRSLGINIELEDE
# AP ELISA ortho: alternative complement pathway inhibitors, primary screen, biochemical, ELISA, human serum, orthogonally pooled compounds; LPS-coated ELISA, C3 deposition; tested in compound mixtures; inhibition, % at 5 µM; hit rate 0.08% among 62,000; AID 1235, 2008;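 active = inhibition above 30% in each of the two pooled mixtures holding the compound, so the lower value exceeds 30%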;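 note: 0% = serum in Mg-EGTA without compound and 100% = EDTA serum blank; some compounds past the cut are filed as inactive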
#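 Test system: human serum complement alternative pathway, C3 deposition onto LPS / Medium: Mg2+-EGTA GVB++ buffer containing human serum at 1:15 dilution / Probe or stimulus: Plate-bound LPS / Times: 1 h at 37 °C / Signal: ELISA with HRP anti-human C3 antibody, TMB substrate, absorbance 450 nm / Measure: percent inhibition / Repeats: two pool placements per compound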
# Cdc25B block: inhibitors of Cdc25B phosphatase catalytic domain, primary screen, biochemical, OMFP fluorescence. inhibition, %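 (compounds tested at 10 µM final in the well)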. M-phase inducer phosphatase 2 (Homo sapiens), P30305. hit rate 0.1% among 65,000. recombinant Cdc25B, OMFP fluorescence Ex485/Em525; in the data active = inhibition above about 50%
# An asterisk follows results filed as active; ? = inconclusive; · = not tested or not shown.
# Each structure is followed by: D1 allo mod	DUSP1 inh	CatB block	Hsp90 block	tolC growth inh	CatB mix inh	E coli RNAP	AP ELISA ortho	Cdc25B block
- CC(C)(Oc1ccc(-c2ccco2)cc1)C(=O)O
 : ·	21	1	·	-5	-1	-6	-1	20
- CCc1ccc(S(=O)(=O)NCCc2cn3ccccc3n2)s1
 : -0.82	-9	-3	1	2	2	1	15	10
- CCOc1ccc(NC(=O)C2CCCN(S(=O)(=O)c3c(C)nn(C)c3C)C2)cc1 (stereo not drawn)
 : -0.66	-6	-1	-7	1	-1	-2	15	-14
- Cc1ccc2cc3c(nc2c1)N(Cc1ccco1)CC3
 : 0.4	6	6	-18	18	-2	6	13	-16
- O=C(Nc1ccc2c(c1)OCCO2)C1CCCN(c2ncccn2)C1 (stereo not drawn)
 : -3.9*	-12	-1	5	-5	-1	1	4	-8
- COC(=O)c1cc(NCc2c(F)cccc2Cl)ccc1N1CCOCC1
 : 0.75	?	2	2	·	-3	3	14	-10
- O=C(NC(C(=O)O)c1ccccc1)c1ccc(S(=O)(=O)N2CCOCC2)cc1 (stereo not drawn)
 : 0.028	14	2	-5	-7	-6	13	8	-4
- CC(=O)N1c2c(cc(Br)cc2S(=O)(=O)N2CCN(C(=O)c3ccco3)CC2)CC1C (stereo not drawn)
 : 0.36	·	1	·	18	2	6	4	·
- CCN(CC)c1ccc(NC(=O)Nc2cccc(C(C)=O)c2)cc1
 : -2.9	5	-1	-2	40	6	2	21	-13
- O=C(NC1CCCCC1)c1ccc(N2CCCC2=O)cc1
 : ·	1	2	-1	-11	2	1	17	5
- Cc1cccc2sc(NC(=O)C3CCCN(S(=O)(=O)c4cccc5nonc45)C3)nc12 (stereo not drawn)
 : ·	?	-2	-25	12	5	6	0	-2
- CCOc1ccc(S(=O)(=O)NCCC(=O)OCN2C(=O)c3ccccc3C2=O)cc1
 : 0.26	6	0	-1	-7	5	·	15	-1
- CCc1nnc(NC(=O)CSc2nnc(-c3cc4ccccc4cc3O)n2CCOC)s1
 : 0.083	-8	-1	1	21	1	-1	24	2
- Cc1nnc(NC(=O)Oc2ccccc2)s1
 : 0.21	-10	2	-2	0	-1	1	3	-7
- COc1cccc(-c2nc(N3CCCCC3)c3ccccc3n2)c1O
 : ·	-15	-2	3	8	·	7	·	-19
- CCOC(=O)C1CCCN(S(=O)(=O)c2cccs2)C1 (stereo not drawn)
 : 1.2	2	6	-4	-5	6	1	-2	-15
- COc1cccc(NC(=O)C2CC(=O)OC23CCOC(C)(C)C3)c1 (stereo not drawn)
 : 0.55	3	1	-1	-18	3	1	8	-3
- CCOc1ccc(-n2c(Cc3cc(=O)[nH]c(=O)[nH]3)nnc2SCc2cccnc2)cc1
 : -0.32	4	2	-2	-10	2	4	12	-12
- COc1ccc(OC)c2[nH]c(=O)c(CCNC(=O)c3cc4ccccc4o3)cc12
 : 0.65	9	9	0	15	2	9	21	7
- O=C(NCc1ccco1)c1ccc(=O)oc1
 : ·	-28	4	-3	-5	·	5	·	22
- CCN(CCCNC(=O)CN(C)S(=O)(=O)c1cccc2nsnc12)c1ccccc1
 : 1.6	-2	0	-4	-19	-1	-4	28	-7
- COC(=O)C1=C(C)C(c2ccc(OC)cc2OC)NC(=O)N1 (stereo not drawn)
 : -0.73	-5	-1	-1	-7	1	10	12	0
- Cc1cnc(C(=O)OCC(=O)NC2CCCC(C)C2C)cn1 (stereo not drawn)
 : -0.29	0	6	-6	-23	4	13	-6	-10
- CCOc1cc(C2/C(=C(\O)c3cc(C)ccc3C)C(=O)C(=O)N2CCN(C)C)ccc1O (stereo not drawn)
 : -0.36	5	4	0	-12	3	7	13	-13
- O=C(CCCc1ccccc1)NC1CCSC1=O (stereo not drawn)
 : -0.5	-7	0	-2	-2	-2	6	-1	-4
- N#CCCN1CCN(S(=O)(=O)c2ccc(C#N)cc2)CC1
 : -0.063	3	-4	-2	-12	4	0	21	1
- CCCc1nc(N2CCN(C)CC2)c2sc(=S)n(-c3ccccc3)c2n1
 : 0.37	14	2	-3	5	6	4	19	-8
- Cn1cnc2c(sc3nc(N4CCOCC4)c4c(c32)CC(C)(C)OC4)c1=O
 : 3.6*	4	-2	-2	8	3	0	10	-3
- c1ccc(NCc2nc(-c3ccccc3)no2)cc1
 : 0.018	-9	4	-1	16	2	8	6	-2
- CCCNc1ncnc2c1cnn2-c1ccc(OC)cc1
 : ·	14	2	-2	5	·	12	·	-1

# Laid out differently: 4 of the compounds above
structure	D1 allo mod	DUSP1 inh	CatB block	Hsp90 block	tolC growth inh	CatB mix inh	E coli RNAP	AP ELISA ortho	Cdc25B block
CCN(CC)c1ccc(NC(=O)Nc2cccc(C(C)=O)c2)cc1	-2.9	5	-1	-2	40	6	2	21	-13
O=C(NC1CCCCC1)c1ccc(N2CCCC2=O)cc1	·	1	2	-1	-11	2	1	17	5
Cc1cccc2sc(NC(=O)C3CCCN(S(=O)(=O)c4cccc5nonc45)C3)nc12 (stereo not drawn)	·	?	-2	-25	12	5	6	0	-2
CCOc1ccc(S(=O)(=O)NCCC(=O)OCN2C(=O)c3ccccc3C2=O)cc1	0.26	6	0	-1	-7	5	·	15	-1

# (continued)
# Each structure is followed by: D1 allo mod	DUSP1 inh	CatB block	Hsp90 block	tolC growth inh	CatB mix inh	E coli RNAP	AP ELISA ortho	Cdc25B block
- N=c1n(CCN2CCCCC2)c2ccccc2n1CC(O)COc1ccccc1 (stereo not drawn)
 : -2.6	0	0	0	10	4	0	11	-15
- CC1CCc2c(sc3nc(C4CC4)nc(SCC(=O)NCc4ccco4)c23)C1 (stereo not drawn)
 : -1.7	-2	-2	-4	-24	8	9	8	0
- O=C(CCN1C(=O)c2ccccc2C1=O)Nc1ccc(-c2cn3ccsc3n2)cc1
 : 0.079	32	-5	-5	-7	4	2	16	3
- CN1C(=O)N(C)C2(CC1(C)C)CC(C)(C)N(C)C(=O)N2C
 : -0.024	-8	4	-1	-9	0	6	10	0
- Cc1ccc(-n2nc(-c3cccs3)cc2C(=O)NCC2CCCO2)c(C)c1 (stereo not drawn)
 : 0.0057	7	5	-5	39	4	19	4	-12
- O=C(COc1ccc(Cl)cc1)Nc1ccccc1CO
 : ·	-6	0	0	10	·	10	·	-36
- COc1ccc(CNc2n[nH]c(NCc3ccc(OC)c(OC)c3)n2)cc1OC
 : 1.9	3	3	-2	-9	2	6	0	3
- N/C(CSc1nc(-c2ccccc2)c(-c2ccccc2)o1)=N\O
 : -0.3	5	4	-3	21	2	8	6	-19
- O=C(NCN1C(=O)C2C3C=CC(C3)C2C1=O)Nc1nncs1 (stereo not drawn)
 : -0.13	24	-4	1	-32	-3	-7	15	4
- CCNC(=O)CC1C(=O)N(c2ccc(F)cc2)C(=O)N1Cc1ccc(OC)cc1 (stereo not drawn)
 : 0.53	-1	4	-2	1	-2	0	9	-4
- COc1cccc(OCCNC(=O)c2cccc(OC)c2)c1
 : 0.84	-5	3	-1	9	-4	-5	1	-2
- Cc1ccccc1-n1nnnc1SC1CCOC1=O (stereo not drawn)
 : 0.22	4	6	1	-5	2	3	-1	-11
- CCOC(=O)N1CCN(c2nc(C)c3c(n2)CC(C)CC3=O)CC1 (stereo not drawn)
 : -0.0051	-12	-2	-4	14	3	8	-9	-12
- O=C(Cn1cc2c(n1)CCCC2)NCc1cccnc1
 : -0.42	2	-1	-1	-9	2	2	19	1
- COCCNC(=O)c1ccc2c(c1)ncn2-c1ccc(F)c(F)c1
 : 0.57	11	·	2	-1	·	·	·	12
- COc1ccc(CCNC(=O)CN2C(=O)c3ccccc3S2(=O)=O)cc1
 : -0.22	7	·	-4	-6	·	·	·	-12
- COc1cc(OC)cc(C(=O)N2CCN(S(C)(=O)=O)CC2)c1
 : 0.26	-9	3	-3	-11	1	5	16	-6
- Cn1c(=O)n(CCOc2ccccc2Cl)c2ccccc21
 : 0.19	8	-2	0	20	8	9	14	-8
- Cc1ccc2c(c1)nnn2C1CCN(S(=O)(=O)c2cccc(S(=O)(=O)N(C)C)c2)CC1
 : -1.4	17	-2	-1	25	-3	3	5	4
- CCOC(=O)Nc1sc(C(=O)N(CC)CC)c(C)c1C(=O)OCC
 : 5.1*	-5	0	-18	28	4	7	-8	-6
- CSCCC(NC(N)=O)C(=O)NCc1ccccc1Cl (stereo not drawn)
 : -0.86	-3	-1	-3	-8	4	8	11	-6
- CC(=O)N1CSCC1C(=O)N1CCN(c2ccc(N3CCOCC3)nn2)CC1 (stereo not drawn)
 : -0.19	2	-7	-4	-15	1	-1	18	-3
- O=C(c1cc2n(n1)C(C(F)(F)F)CC(c1ccco1)N2)N1CCc2ccccc2C1 (stereo not drawn)
 : -0.23	36	-1	-5	55	6	8	12	-12
- O=C(NCCSc1c[nH]c2ccccc12)c1ccco1
 : 0.028	-4	1	-2	-7	-5	3	8	-7
- CCN1CCCC1CNC(=O)Cn1cc2c(n1)CCC(C)C2 (stereo not drawn)
 : -0.31	-7	3	0	-17	4	5	5	-10
- Cc1ccccc1Cn1nc(C)c(NC(=O)c2nc3n(n2)C(C(F)F)CC(C)N3)c1C (stereo not drawn)
 : -0.5	9	-7	2	2	5	2	10	-6
- COCCn1nnnc1SCC(=O)c1ccc(F)cc1
 : ·	14	-3	-2	-9	4	1	14	7
- CC(CNS(=O)(=O)c1cc(Cl)ccc1Cl)CN(C)C (stereo not drawn)
 : ·	12	1	0	-8	4	5	16	3
- Cc1occc1-c1nnc(SCC(=O)N2CCc3ccccc32)o1
 : 0.069	3	2	-3	-7	1	4	12	-17
- CCOC(=O)C1=C(C)NC(=O)NC1c1ccc(OC)c(Cl)c1 (stereo not drawn)
 : -0.9	6	5	-1	12	-1	2	7	4
- COc1ccc(S(=O)(=O)N2CCCC(C(=O)Nc3cccnc3)C2)cc1Cl (stereo not drawn)
 : -0.093	27	5	1	12	3	0	-13	-3
- CN=C(Nc1ccc2c(c1)OCO2)SC1CC(=O)N(c2ccccc2)C1=O (stereo not drawn)
 : 0.16	6	2	0	15	2	8	0	-9
- CC1CC(C)CN(CCCNC(=O)c2cn(C)c3ccc(S(=O)(=O)N4CCCC4)cc3c2=O)C1 (stereo not drawn)
 : 0.45	2	1	0	-14	2	3	12	6
- COc1cccc(-n2c(=O)[nH]cc(C(=O)Nc3ccc(NC(C)=O)cc3)c2=O)c1
 : -0.05	5	-1	2	-6	4	9	9	-13
- CCCCN(CCCNC(=O)C1CCN(S(=O)(=O)N2CCOCC2)CC1)Cc1ccccc1
 : -0.66	-2	7	-1	-14	1	12	-3	-5
- CC(CN1CCCCC1)OC(=O)Cc1ccc(Cl)cc1 (stereo not drawn)
 : 0.26	-14	-1	0	-24	-2	2	8	6
- Cc1ccc(C)c(N2C(=O)CN=C2Nc2ccccc2Cl)c1
 : -0.77	3	-5	-1	-3	8	7	13	-4
- CCOCC(=O)Nc1ccc(F)c(F)c1
 : 0.063	31	-1	-3	-6	-2	-3	-18	3
- COc1ccc(CSc2nnnn2C)cc1F
 : 0.22	1	5	-1	-11	5	11	-1	-4
